From PubChem
CD11b adhes enh: CD11b/CD18-fibrinogen binding enhancement. activation, % at 10 µM. K562 CD11b/CD18 adhesion to fibrinogen, ATPlite luminescence. actives 0.07% (n = 93,000);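 active means 10 µM primary screen giving 50% or more activity, confirmed by 40% or more on retest at that dose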; further: strong numbers were not always called active
Rev-RRE block: inhibitors of HIV-1 Rev-RRE RNA interaction | P05866 | Rev peptide-RRE RNA binding, FRET | inhibition, % at 8 µM | actives 0.79% (n = 97,000) | AID 704;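 active means inhibition above the screen-wide mean plus 3 SD, cut at about 35% in these data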;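 further: 0% = median DMSO wells and 100% = median Neomycin B control wells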
Target sequence (P05866 whole entry, looked up): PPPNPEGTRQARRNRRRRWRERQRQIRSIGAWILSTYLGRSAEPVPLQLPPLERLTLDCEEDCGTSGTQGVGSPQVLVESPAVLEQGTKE
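Material: labelled RRE RNA duplex and labelled Rev peptide / Buffer or medium: HEPES pH 7.5 salt buffer with EDTA / Compound dosing: single point, 8 µM final nominal compound concentration / Benchmarks: DMSO low control, neomycin B high control / Timing: 5 min preincubation and 15 min binding, 25 °C / Technique: FRET fluorescence readout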
ERb coact inh: blocks coactivator binding to human estrogen receptor beta | TR-FRET ER-beta LBD / SRC1-Cy5 peptide binding; receptor agonist-loaded with 1 µM estradiol | inhibition, % at 25.6 µM | AID 633 | actives 1.3% (n = 86,000);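 active means compounds whose percent inhibition of the receptor-coactivator binding signal exceeds about 50% in the single-dose screen, limit read from the data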;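 further: 0% = receptor plus peptide wells without compound and 100% = peptide-only wells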
Target sequence (Q92731 whole entry, looked up, the tested form may be a part): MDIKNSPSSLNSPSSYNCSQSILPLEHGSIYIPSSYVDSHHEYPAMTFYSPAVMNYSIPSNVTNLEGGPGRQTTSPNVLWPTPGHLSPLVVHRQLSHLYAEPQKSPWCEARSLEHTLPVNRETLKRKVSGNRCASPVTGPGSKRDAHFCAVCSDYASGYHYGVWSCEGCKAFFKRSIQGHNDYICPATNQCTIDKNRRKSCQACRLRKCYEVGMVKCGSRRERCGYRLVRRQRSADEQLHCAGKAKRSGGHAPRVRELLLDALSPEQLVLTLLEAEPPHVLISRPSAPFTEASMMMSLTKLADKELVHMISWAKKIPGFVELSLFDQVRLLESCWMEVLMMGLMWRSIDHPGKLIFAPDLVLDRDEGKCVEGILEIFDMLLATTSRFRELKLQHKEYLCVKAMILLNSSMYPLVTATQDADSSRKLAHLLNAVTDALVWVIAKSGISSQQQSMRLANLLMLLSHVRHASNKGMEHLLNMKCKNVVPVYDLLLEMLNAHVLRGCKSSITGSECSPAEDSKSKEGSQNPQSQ
ERa SRC1 pot: ER-alpha (human) coactivator binding potentiation; P03372; TR-FRET ERalpha-LBD/SRC-Cy5 coactivator binding, 2 h; 100 = basal binding, no effect; coactivator binding (% of control), % at 25.6 µM; actives 1.3% (n = 86,000); in the data active means activity above about 200%;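 further: binding measured in presence of low estradiol as agonist stimulus; 0% = peptide alone without receptor and 100% = receptor with peptide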
ERa SRC1 inh: blocks coactivator binding to human estrogen receptor alpha; P03372; TR-FRET ER-alpha LBD / SRC-1 peptide, estradiol-bound; inhibition, % at 25.6 µM; actives 1.7% (n = 86,000); AID 629; in the data active means inhibition above about 50%;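 further: 0% = receptor plus peptide control and 100% = peptide only without receptor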
Mac1 fbg inh: inhibitors of human CD11b/CD18 binding to fibrinogen. K562 CD11b/CD18 adhesion to fibrinogen, ATPlite luminescence; Mn2+ added to activate the integrin. actives 0.54% (n = 93,000). AID 1497. inhibition, % at 10 µM;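 active means primary inhibition of 50% or more at 10 µM, then 40% or more on retest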; further: some results filed as inactive read as strong as hits
PLK1 PBD inh: Plk1 (human) PBD binding inhibition; Plk1 PBD phosphopeptide binding, fluorescence polarization; inhibition, %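 (tested at about 20 µM)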; actives 0.13% (n = 97,000); in the data active means inhibition above about 34%, passing the limit was not always enough
PLK1 inh: blocks human PLK1 kinase activity. inhibition, % at 10 µM. P53350. AID 619. recombinant PLK1 kinase, TR-FRET peptide phosphorylation. actives 0.53% (n = 97,000);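 active means inhibition of 50% or more in the single-concentration screen; inactive means inhibition below 50%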;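 further: 0% = DMSO max control and 100% = H-89 dihydrochloride min control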
FAK inh: FAK (human) kinase inhibition | Q05397 | biochemical FAK kinase activity assay | inhibition, %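 (tested at 7 µM)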 | actives 0.84% (n = 97,000) | AID 727; in the data active means inhibition above about 19%;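 further: 0% = DMSO and 100% = reference compound high control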
Starred values were filed as active, the others as inactive; [ ] = another dose, or the depositor's remark.

What do the screens show for `O=C(Nc1ccc2c(c1)OCO2)c1ccncc1`?
CD11b adhes enh: -4; Rev-RRE block: 3; ERb coact inh: 17[fluorescence artefact?]; ERa SRC1 pot: 77[fluorescence artefact?]; ERa SRC1 inh: 7[fluorescence artefact?]; Mac1 fbg inh: -28; PLK1 PBD inh: -7; PLK1 inh: 14; FAK inh: 0

Results for O=C(CC1(O)C(=O)Nc2ccccc21)c1cccnc1 (stereo not drawn) ?
CD11b adhes enh: -3; Rev-RRE block: 6; ERb coact inh: -6; ERa SRC1 pot: 102; ERa SRC1 inh: 1; Mac1 fbg inh: -16; PLK1 PBD inh: -10; PLK1 inh: -3; FAK inh: -2

Results for CCCC(CCC(=O)Nc1ccc(C(=O)OC)cc1)C(=O)O (stereo not drawn) ?
Rev-RRE block: 2; ERb coact inh: 4[fluorescence artefact?]; ERa SRC1 pot: 111; ERa SRC1 inh: 23; PLK1 PBD inh: -11; PLK1 inh: -5; FAK inh: -1

What do the screens show for `CCN1C(=O)CC(C(=O)O)SC1=Nc1ccc(OC)cc1` (stereo not drawn)?
CD11b adhes enh: 3; Rev-RRE block: 2; ERb coact inh: -13; ERa SRC1 pot: 120; ERa SRC1 inh: 0; Mac1 fbg inh: 8; PLK1 PBD inh: -9; PLK1 inh: -5; FAK inh: -1

How did COc1ccc(CN2CCN(S(=O)(=O)c3ccc(NC(C)=O)cc3)CC2)cc1OC do in these assays?
CD11b adhes enh: 2; Rev-RRE block: 8; ERb coact inh: 2; ERa SRC1 pot: 92; ERa SRC1 inh: -2; Mac1 fbg inh: 1; PLK1 PBD inh: -3; PLK1 inh: 4; FAK inh: 7

How did O=C(/C=N/O)NCC1CCNCC1 do in these assays?
CD11b adhes enh: 0; Rev-RRE block: 3; ERb coact inh: -1; ERa SRC1 pot: 110; ERa SRC1 inh: -1; Mac1 fbg inh: -20; PLK1 PBD inh: -3; PLK1 inh: -7; FAK inh: 4

What do the screens show for `O=C(O)c1c2c(nc3ccc(S(=O)(=O)N4CCC(C(=O)NC5CCCC5)CC4)cc13)CCCCC2`?
CD11b adhes enh: 2; ERb coact inh: -1[fluorescence artefact?]; ERa SRC1 pot: 100[fluorescence artefact?]; ERa SRC1 inh: -6; Mac1 fbg inh: 10

What do the screens show for `CCOC(=O)N1CCC(NC(=O)c2csc3c2CCCC3)CC1`?
CD11b adhes enh: -11; Rev-RRE block: 0; ERb coact inh: 3[fluorescence artefact?]; ERa SRC1 pot: 104; ERa SRC1 inh: 3; Mac1 fbg inh: 3; PLK1 PBD inh: -14; PLK1 inh: -11; FAK inh: 1

Results for Cc1cc(/C=C(\C#N)C(=O)Nc2ccccc2)c(C)n1-c1ccc2c(c1)OCO2 ?
CD11b adhes enh: -1; Rev-RRE block: 3; Mac1 fbg inh: 12; PLK1 PBD inh: -1; PLK1 inh: -3; FAK inh: 1

What do the screens show for `Cc1cccc(OCCSc2ncnc3nc[nH]c23)c1`?
Rev-RRE block: 2; ERb coact inh: -1; ERa SRC1 pot: 85; ERa SRC1 inh: -4; PLK1 PBD inh: 5; PLK1 inh: 36; FAK inh: 3

What do the screens show for `Cn1c(=O)[nH]c(=O)c2c1nc(Sc1nc3ccccc3s1)n2Cc1ccccc1`?
CD11b adhes enh: 1; Rev-RRE block: 5; ERb coact inh: -2[fluorescence artefact?]; ERa SRC1 pot: 102[fluorescence artefact?]; ERa SRC1 inh: 14[fluorescence artefact?]; Mac1 fbg inh: 18; PLK1 PBD inh: 7; PLK1 inh: -10; FAK inh: 11

How did O=S(=O)(c1ccc(Oc2ccc3oc4ccccc4c3c2)nc1)N1CCCC1 do in these assays?
CD11b adhes enh: 3; ERb coact inh: -3; ERa SRC1 pot: 133; ERa SRC1 inh: -3; Mac1 fbg inh: -2

Results for Cc1cc(/C([O-])=C(/C(=S)Nc2ccc(F)cc2)[n+]2ccccc2)c(C)n1-c1ccc(F)cc1 ?
CD11b adhes enh: -4; Rev-RRE block: 1; ERb coact inh: -2; ERa SRC1 pot: 92; ERa SRC1 inh: -10; Mac1 fbg inh: -2; PLK1 PBD inh: -25; PLK1 inh: -4; FAK inh: -10

How did COc1ccc2c(c1)sc1nc(-c3ccccc3)cn12 do in these assays?
CD11b adhes enh: -15; ERb coact inh: -1[fluorescence artefact?]; ERa SRC1 pot: 99; ERa SRC1 inh: -1[fluorescence artefact?]; Mac1 fbg inh: 102

How did CCOC(=O)N1CCN(S(=O)(=O)c2cc(C)c(C)cc2C)CC1 do in these assays?
Rev-RRE block: 3; ERb coact inh: 7; ERa SRC1 pot: 124[fluorescence artefact?]; ERa SRC1 inh: -8; PLK1 PBD inh: -32; PLK1 inh: 4; FAK inh: -9

Results for COc1ccc(C2=NCC(CSc3nnnn3C)S2)cc1 (stereo not drawn) ?
CD11b adhes enh: 0; Rev-RRE block: 4; ERb coact inh: -21; ERa SRC1 pot: 134; ERa SRC1 inh: -15; Mac1 fbg inh: 11; PLK1 PBD inh: -6; PLK1 inh: -11; FAK inh: 2

How did Cc1ccccc1NC(=O)c1ccccc1O do in these assays?
CD11b adhes enh: -6; Rev-RRE block: 10; ERb coact inh: -7; ERa SRC1 pot: 104; ERa SRC1 inh: -3; Mac1 fbg inh: 36; PLK1 PBD inh: 2; PLK1 inh: -1; FAK inh: -1

Results for COC(=O)c1[nH]c2ccc(Cl)cc2c1NC(=O)C1CC1 ?
CD11b adhes enh: -8; Rev-RRE block: 0; Mac1 fbg inh: 17; PLK1 PBD inh: -9; PLK1 inh: -12; FAK inh: -1

How did COc1ccc(CCNC(=O)c2nnn(-c3cc(C)cc(C)c3)c2N)cc1OC do in these assays?
Rev-RRE block: 7; ERb coact inh: 4; ERa SRC1 pot: 75; ERa SRC1 inh: 3; PLK1 PBD inh: -19; PLK1 inh: 3; FAK inh: 0

Results for O=c1c2c(nc3c(-c4cccc5ccccc45)c[nH]n13)CCC2 ?
CD11b adhes enh: 0; Rev-RRE block: -2; ERb coact inh: -4; ERa SRC1 pot: 95; ERa SRC1 inh: 0; Mac1 fbg inh: 47; PLK1 PBD inh: -24; PLK1 inh: -8; FAK inh: 0

What do the screens show for `COc1ccc(CNc2ncnc3cc(OC)c(OC)cc23)cc1`?
CD11b adhes enh: 0; Rev-RRE block: 3; Mac1 fbg inh: -2; PLK1 PBD inh: -5; PLK1 inh: -8; FAK inh: 8

How did COc1ccccc1NC(=O)c1cc2ccccc2o1 do in these assays?
Rev-RRE block: 8; ERb coact inh: -4; ERa SRC1 pot: 89; ERa SRC1 inh: -8; PLK1 PBD inh: -19; PLK1 inh: -11; FAK inh: 2

Results for O=C(CCS(=O)(=O)Cc1ccccc1)N1CCN(Cc2ccccc2)CC1 ?
CD11b adhes enh: 0; Rev-RRE block: -1; ERb coact inh: -3; ERa SRC1 pot: 112; ERa SRC1 inh: -3; Mac1 fbg inh: 0; PLK1 PBD inh: -1; PLK1 inh: -13; FAK inh: -2

How did Cn1ncc(N=Cc2c(O)ccc3ccccc23)c1C(=O)N1CCOCC1 do in these assays?
Rev-RRE block: 13; ERb coact inh: -18; ERa SRC1 pot: 115[fluorescence artefact?]; ERa SRC1 inh: -18; PLK1 PBD inh: 5; PLK1 inh: -9; FAK inh: -1

As a short view, part of the list above.
How did COc1ccccc1NC(=O)c1cc2ccccc2o1 do in these assays?
Rev-RRE block: 8; ERb coact inh: -4; ERa SRC1 pot: 89; ERa SRC1 inh: -8; PLK1 PBD inh: -19; PLK1 inh: -11; FAK inh: 2

Results for O=C(CCS(=O)(=O)Cc1ccccc1)N1CCN(Cc2ccccc2)CC1 ?
CD11b adhes enh: 0; Rev-RRE block: -1; ERb coact inh: -3; ERa SRC1 pot: 112; ERa SRC1 inh: -3; Mac1 fbg inh: 0; PLK1 PBD inh: -1; PLK1 inh: -13; FAK inh: -2

How did Cn1ncc(N=Cc2c(O)ccc3ccccc23)c1C(=O)N1CCOCC1 do in these assays?
Rev-RRE block: 13; ERb coact inh: -18; ERa SRC1 pot: 115[fluorescence artefact?]; ERa SRC1 inh: -18; PLK1 PBD inh: 5; PLK1 inh: -9; FAK inh: -1

Going on with the list:
What do the screens show for `O=C(CCN1C(=O)C2C3C=CC(C4CC34)C2C1=O)Oc1cccc2cccnc12` (stereo not drawn)?
CD11b adhes enh: -2; Rev-RRE block: 7; Mac1 fbg inh: -2; PLK1 PBD inh: -8; PLK1 inh: -11; FAK inh: -3

Results for Cc1cc(C)cc(N(CC(=O)NC2CCCCC2)C(=O)CCC(=O)Nc2cc(C)ccn2)c1 ?
CD11b adhes enh: 2; ERb coact inh: -4; ERa SRC1 pot: 123; ERa SRC1 inh: -6; Mac1 fbg inh: 12

What do the screens show for `Cc1ccccc1-c1nc(CS(=O)(=O)CC(=O)Nc2cc(F)ccc2F)c(C)o1`?
CD11b adhes enh: -2; ERb coact inh: 2; ERa SRC1 pot: 743*[fluorescence artefact?]; ERa SRC1 inh: -5; Mac1 fbg inh: -5

What do the screens show for `CCCOc1ccc(OCCSc2nnc(N)s2)cc1`?
CD11b adhes enh: -3; Rev-RRE block: 2; ERb coact inh: 1[fluorescence artefact?]; ERa SRC1 pot: 93; ERa SRC1 inh: 12; Mac1 fbg inh: 2; PLK1 PBD inh: -2; PLK1 inh: -14; FAK inh: 3

What do the screens show for `O=C(/C=N/O)NCCN1CCCCC1`?
CD11b adhes enh: -2; Rev-RRE block: 0; ERb coact inh: -3; ERa SRC1 pot: 120; ERa SRC1 inh: -7; Mac1 fbg inh: -13; PLK1 PBD inh: -15; PLK1 inh: -4; FAK inh: -5

What do the screens show for `CCCN1Cc2cccc(C(=O)NCc3ccccc3OC)c2C1=O`?
CD11b adhes enh: 3; Rev-RRE block: 3; ERb coact inh: 4; ERa SRC1 pot: 89; ERa SRC1 inh: -3; Mac1 fbg inh: -30; PLK1 PBD inh: 2; PLK1 inh: -3; FAK inh: 2

What do the screens show for `CCOC(=O)N1CCC(n2c(SCC(=O)Nc3ccccc3OC)nc3ccccc3c2=O)CC1`?
CD11b adhes enh: 1; Rev-RRE block: 3; ERb coact inh: -2; ERa SRC1 pot: 92; ERa SRC1 inh: -2; Mac1 fbg inh: 5; PLK1 PBD inh: 0; PLK1 inh: 0; FAK inh: -1

How did Cc1ccc(-n2ncc(C(=O)O)c2C2CCN(C(=O)OC(C)(C)C)CC2)cc1 do in these assays?
CD11b adhes enh: -3; Rev-RRE block: -5; ERb coact inh: 5; ERa SRC1 pot: 125; ERa SRC1 inh: -2; Mac1 fbg inh: -16; PLK1 PBD inh: -15; PLK1 inh: -6; FAK inh: 7

Results for Cc1cc(=O)oc2cc(OCC(=O)NCCc3nc4ccccc4[nH]3)ccc12 ?
CD11b adhes enh: 18; Rev-RRE block: 7; Mac1 fbg inh: -2; PLK1 PBD inh: 7; PLK1 inh: 0; FAK inh: 6

What do the screens show for `Cc1ccc(C(=O)NNC(=O)Cc2ccccc2)cc1`?
CD11b adhes enh: 3; Rev-RRE block: 1; ERb coact inh: -1; ERa SRC1 pot: 77[fluorescence artefact?]; ERa SRC1 inh: -3; Mac1 fbg inh: -38; PLK1 PBD inh: 9; PLK1 inh: -9; FAK inh: 0
